Large T inhibition – SV40 large T antigen inhibitors, biochemical (AID 1903). SV40 large T antigen ATPase/helicase inhibition assay; higher % means a stronger effect. 310,000 tested, 0.39% active. inhibition, % at 20 µM, or IC50 in µM where a hit was titrated; in the data active = a potency from the dose series; inconclusive = inhibition mostly from about 32% at the one dose, without a potency; inactive = the rest, 99 in 100 with inhibition below about 32%; note: strong numbers were not always called active
UTI89 phage lysis – inhibition of K1F phage lysis, E. coli UTI89, bacterial capsule biogenesis inhibitors, alamar blue (AID 488966) | E. coli UTI89 K1F phage lysis, alamar blue, 2 h; higher % means a stronger effect | one-dose inhibition, % at 100 µM; IC50 in µM for titrated hits | 340,000 tested, 0.02% active;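 active = phage lysis inhibition, versus mean bacterial control, above a set limit; inconclusive = no clear call, values can overlap the other calls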;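 note: capsule biogenesis inhibitors block K1F phage lysis so surviving cells raise fluorescence; higher fluorescence means more inhibition of phage lysis; actives were called in the ten point dose series up to 300 µM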
RSV CPE inhibition – inhibition of RSV-induced cytopathic effect – HEp-2 cells, primary 10 µM value included (AID 2391) | 310,000 tested, 0.13% active | CPE inhibition, % at 10 µM, or IC50 in µM where a hit was titrated | HEp-2 cells, RSV-induced CPE inhibition; higher % means a stronger effect; in the data active = a potency from the dose series; inconclusive = CPE inhibition mostly from about 23% at the one dose, without a potency; inactive = the rest, 99 in 100 with CPE inhibition below about 21%; note: strong numbers were not always called active
NTR1 agonist – agonists of NTR1, primary screen, imaging, U2OS cells, beta-arrestin-GFP, high content (AID 493036); NTR1-U2OS beta-arrestin-GFP spot imaging, agonist mode; activation, % at 20 µM; 330,000 tested, 0.17% active;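 active = activation at or above 40% of the spot to cytoplasm intensity ratio, with at least 20 cells analyzed; inconclusive = wells under 20 cells, flagged as cytotoxic or low count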;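 note: 0% = DMSO without peptide and 100% = 100 nM NTR1 peptide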
Target sequence (P30989 whole entry, looked up): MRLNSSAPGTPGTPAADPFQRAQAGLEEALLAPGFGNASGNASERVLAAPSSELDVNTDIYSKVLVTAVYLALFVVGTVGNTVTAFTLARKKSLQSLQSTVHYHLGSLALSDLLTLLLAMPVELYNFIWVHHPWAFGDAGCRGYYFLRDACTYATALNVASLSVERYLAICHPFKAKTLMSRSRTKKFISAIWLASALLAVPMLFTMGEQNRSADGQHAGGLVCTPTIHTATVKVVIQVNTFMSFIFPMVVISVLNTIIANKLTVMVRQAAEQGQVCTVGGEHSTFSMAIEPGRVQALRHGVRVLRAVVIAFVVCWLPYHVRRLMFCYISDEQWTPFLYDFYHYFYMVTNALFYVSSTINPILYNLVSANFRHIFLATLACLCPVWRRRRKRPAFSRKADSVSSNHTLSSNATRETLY
MgcRacGAP inhibition – MgcRacGAP GTPase-activating activity inhibitors, confirmation, biochemical, ADP Hunter fluorescence. inhibition, % at 30 µM; hits with a dose series show IC50 in µM. 340,000 tested, 0.6% active. AID 624330. MgcRacGAP-stimulated Rac1 GTP hydrolysis, ADP Hunter fluorescence; higher % means a stronger effect; GST-tagged Rac1 F28L mutant substrate;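 active = first-screen hits whose inhibition reached a set limit at any dose in the follow-up dose series; inconclusive = inhibition above the set first-screen limit but never retested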;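 note: fluorescence reports GDP produced by GAP-driven GTP hydrolysis; strong numbers were not always called active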
AID2073 – disruptors of CaV2.2 binding to Mint1 – biochemical, HTRF (AID 2073). HTRF protein-protein interaction, Mint1-CaV2.2; higher % means a stronger effect. inhibition, % at 20 µM; hits with a dose series show IC50 in µM. 290,000 tested, 0.19% active; in the data active = inhibition mostly above about 51%, no sharp cut-off; inconclusive = no clear call, values can overlap the other calls; inactive = mostly below about 53%; note: some results filed as inactive read as strong as hits
Siah-1 displacement – Siah-1 peptide-binding antagonists, primary screen, biochemical, fluorescence polarization, rhodamine-plectin, uHTS (AID 1817); Siah-1 / rhodamine-plectin peptide fluorescence polarization; higher % means a stronger effect; displacement, % at 20 µM; hits with a dose series show IC50 in µM; 290,000 tested, 0.02% active;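 active = displacement of at least 50% at 20 µM, with a fluorescence ratio check between 0.3 and a set limit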;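 note: plate controls were Siah plus tracer with DMSO for no effect and tracer alone without Siah for full effect; strong numbers were not always called active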
NS5 inhibitors – flavivirus cap methylation enzyme inhibition – biochemical, confirmation dose response, primary screen (AID 588689); Dengue-2 NS5 methyltransferase capping enzyme assay, biochemical; higher % means a stronger effect; inhibition, % at 25 µM, or IC50 in µM where a hit was titrated; 340,000 tested, 0.3% active; in the data active = a potency from the dose series; inconclusive = inhibition above about 29% without an active follow-up result
West Nile antiviral – inhibition of WNV-induced cytopathic effect – cell-based, CPE readout (AID 1621). West Nile virus-infected cells, CPE inhibition; higher % means a stronger effect. CPE inhibition, % at 10 µM, or IC50 in µM where a hit was titrated. 290,000 tested, 0.02% active; in the data active = a potency from the dose series; inconclusive = CPE inhibition mostly from about 3.7% at the one dose, without a potency; inactive = the rest, 99 in 100 with CPE inhibition below about 2.2%; note: strong numbers were not always called active
NTR1 agonist cell count 20 µM – second read-out of NTR1 agonist, no call of its own (marks repeat the call); cell count; measured here: cell count, cytotoxicity flag
NS5 inhibitors pilot replicate – also measured in NS5 inhibitors; calls as there; inhibition, %; measured here: pilot screen replicate inhibition
* marks the source's active call; other numbers are inactive results; ? = inconclusive; nt = no result given; [ ] = another dose, or the depositor's remark.

SMILES	Large T inhibition	UTI89 phage lysis	RSV CPE inhibition	NTR1 agonist	NTR1 agonist cell count 20 µM	MgcRacGAP inhibition	AID2073	Siah-1 displacement	NS5 inhibitors	West Nile antiviral	others
O=[N+]([O-])c1ccc(S(=O)(=O)N2CCN(Cc3ccco3)CC2)cc1	6%	-0.5%	2.1%	1.2	43	16%	-6%	4%	2%	-0.5%
COc1ccc(Cc2nnc(SCC(=O)N3CCCCC3)o2)cc1	12%	0.3%	-0.1%	-1.4	79	4%	7%	-2%	-3%	-0.3%
C=CCn1c(SCC(N)=O)nnc1-c1cc2c(s1)CCC(CC)C2 (stereo not drawn)	9%	4.0%	4.1%	5.6	58	-4%	13%	-2%	2%	-1.0%
COc1cc2c(cc1NC(=S)Nc1ccccc1C)oc1ccccc12	56µM*	-1.3%	0.4%	1.8	44	84µM*	-11%	-4%	-6%	0.7%
O=C(CCOc1ccc(F)cc1)Nc1nccs1	6%	-1.5%	0.7%	0.0	50	14%	1%	-1%	3%	0.3%
CCCCc1ccc(NC(=O)c2c(C)noc2C)cc1	-2%	0.8%	2.0%	-0.2	67	3%	-1%	-1%	-10%	-1.2%	NS5 inhibitors pilot replicate=-1.2
NCCCCc1ccc2ccc3cccc4ccc1c2c34	nt	-1.2%	nt	4.2	56	7%	nt	nt	-12%	nt
N#Cc1cccc(Oc2ccc(S(=O)(=O)N3CCCC3)cn2)c1	nt	0.9%[50 µM]	nt	0.6	61	5%	nt	nt	-5%	nt
CCOCCCn1c(=N)c(C(=O)NCc2ccc3c(c2)OCO3)cc2c(=O)n3cccc(C)c3nc21	0%	-1.2%	1.4%	13	72	4%	4%	2%	?	-1.0%
CCN1CCN(c2c(Cl)cccc2NC(=O)c2ccc(Br)o2)CC1	3%	-0.2%	-1.9%	4.6	40	-1%	0%	4%	2%	nt
COC(=O)c1c(-c2ccc(OC)cc2)oc2ccc(-c3cc(OC)c(OC)c(OC)c3)cc12	3%	-0.8%	16%	-1.1	97	0%	nt	nt	-1%	0.4%
COc1ccc(C2(c3ccc(OC)cc3)NC(=O)N(CC(=O)Nc3ccc(C(N)=O)cc3)C2=O)cc1	19%	-0.6%	0.4%	-1.2	37	2%	9%	-2%	2%	-0.1%
O=C1CCCc2ccccc2N1Cc1ccc(F)cc1	7%	0.3%	0.9%	-0.9	33	1%	-3%	12%	-3%	-1.1%
O=C(COC(=O)CC1CC2CCC1C2)Nc1ccccc1[N+](=O)[O-] (stereo not drawn)	nt	-2.2%	nt	4.3	67	-2%	nt	nt	3%	nt
CC1(OC(=O)CCc2ccccc2)C(=O)C=C2C=C(c3ccc(C#N)cc3)N(CCN3CCOCC3)C=C2C1=O (stereo not drawn)	19%	1.0%	0.2%	1.3	64	11%	5%	0%	20%	0.1%
COc1ccc2nc(NC(=O)CN3CCN(C)CC3)sc2c1	0%	0.0%	-1.4%	-1.3	48	14%	-4%	7%	8%	0.5%
COC(=O)c1ccc(-c2cc(C(=O)O)c3cc4c(cc3n2)OCCO4)cc1	1%	0.3%	3.1%	-0.7	49	9%	21%	-1%	-1%	0.6%
CC(C)c1nc(Cl)c(C#N)c2c1CCCC2	-1%	0.2%	6.7%	0.5	105	9%	2%	-3%	3%	-0.5%
COc1ccc2c(c1OC)C(=O)OC2Nc1nc(-c2cccc([N+](=O)[O-])c2)cs1 (stereo not drawn)	7%	0.9%	nt	2.1	47	13%	-4%	-5%	-2%	0.1%
CCc1ccc(NC(=O)/C(C#N)=C/c2cn(CC(=O)O)c3ccccc23)cc1	16%	0.5%	-1.4%	-0.8	34	6%	-1%	4%	-7%	0.2%
COc1cc(OC)cc(C(=O)NC(C(=O)NCCN(C)C)C23CC4CC(CC(C4)C2)C3)c1 (stereo not drawn)	-1%	-0.2%	-0.8%	0.9	86	3%	-5%	8%	-5%	3.1%
Cn1c(=O)c2cn(-c3cccc4ccccc34)cc2n(C)c1=O	-1%	0.5%	3.9%	-0.2	86	8%	-13%	1%	-1%	-0.1%
CC(=O)NC(Cc1ccc(F)cc1)C(=O)NC1CCN(S(=O)(=O)c2ccccc2)CC1 (stereo not drawn)	1%	0.4%	-0.4%	1.2	59	7%	1%	-4%	-1%	-0.1%
Cc1ccc(S(=O)(=O)N2CCN(C)CC2)cc1C(=O)NC1CCCCC1	13%	0.1%	0.3%	1.4	57	4%	11%	4%	2%	-0.3%
O=C(Nc1ccc(S(=O)(=O)Nc2nccs2)cc1)/C(=C/c1ccccc1Cl)NC(=O)c1ccccc1	17%	0.6%	2.1%	1.7	70	2%	46%	54%*	8%	1.4%
CCOC(=O)N/N=C\c1ccccc1OC/C=C/c1ccccc1	18%	-0.5%[50 µM]	4.7%	-0.3	49	8%	1%	4%	1%	0.1%
Cc1onc(-c2ccccc2)c1CNS(=O)(=O)c1cccc(Cl)c1	2%	-0.5%	1.5%	2.3	49	2%	13%	-4%	-5%	-0.5%
Cc1n[nH]c(C)c1NC(=O)CSc1nnnn1-c1cccc(F)c1	nt	0.7%[50 µM]	nt	-1.3	55	5%	nt	nt	-1%	nt
CCOc1ccc(OCCCCNC(C)(C)C)cc1	6%	-0.2%	0.1%	-1.7	83	26%	-7%	2%	4%	-1.2%
CC(C)C[C@H](NC(=O)[C@@H](Cc1ccccc1)n1c(=O)[nH]c2ccccc2c1=O)C(=O)N[C@@H](Cc1ccccc1)C(=O)O	7%	1.0%	1.0%	1.4	89	-14%	12%	1%	0%	-0.3%
O=C(Cn1nc(-c2ccccc2)ccc1=O)NCc1ccc(F)cc1	-2%	5.0%	2.6%	1.6	66	0%	10%	5%	-2%	-0.4%
Cc1nn(C)c(C(=O)N/N=C/c2ccccc2)c1[N+](=O)[O-]	4%	0.4%	1.8%	-2.0	63	-3%	-2%	1%	-6%	0.6%
COC(=O)c1ccc2c(c1)S(=O)(=O)NC(=NCc1ccco1)S2	8%	4.9%	0.3%	2.6	50	3%	-5%	-1%	-1%	-0.1%
CNC(=O)NC1CCCc2ccccc21 (stereo not drawn)	6%	0.8%	1.6%	-2.4	104	4%	42%	4%	0%	-0.3%	NS5 inhibitors pilot replicate=0.6
C=CCc1cccc2cc(C(=O)Nc3ccc(S(=O)(=O)Nc4nnc(CC)s4)cc3)c(=O)oc12	83µM*	-2.1%[50 µM]	5.1%	nt	nt	-2%	33%	37%	7%	0.3%
Cc1ncsc1CCC(=O)N1CCCC(C(=O)c2ccc3c(c2)OCO3)C1 (stereo not drawn)	25%	0.2%	2.5%	-1.5	59	14%	8%	4%	-5%	-1.0%
Cc1cc(SCc2cc(=O)n3ccsc3n2)nc2ccccc12	5%	4.2%	3.2%	0.2	58	4%	0%	-2%	0%	-1.0%
COc1cnc(-c2ccccn2)nc1Sc1ccccc1	18%	0.2%	-4.2%	3.4	62	-2%	6%	-4%	-7%	?
FC(F)(Cl)c1nnc2ccc(Cl)nn12	3%	0.2%	-0.5%	0.3	41	3%	-4%	2%	-1%	0.8%
C=CCN1C(=O)C(O)(CC(=O)c2c(C)n[nH]c2C)c2cc(Br)ccc21 (stereo not drawn)	8%	0.7%	4.3%	-2.8	70	5%	33%	0%	-3%	-0.1%
CC(C)CN1C(=O)NC(NC(=O)c2ccco2)(C(F)(F)F)C1=O (stereo not drawn)	12%	-0.2%	2.0%	-0.2	45	12%	-1%	-3%	1%	0.3%
O=C(c1cc(-c2ccc(Cl)cc2)on1)N1CCCC1	20%	-0.4%	1.2%	0.4	29	-5%	-2%	4%	-12%	-0.3%
CC(=O)Nc1cccc2c1C(=O)N(c1cccc(C)c1)C2=O	-4%	1.3%	4.1%	-0.3	77	7%	1%	9%	-1%	0.0%
COc1ccc(S(=O)(=O)N2CCC(C(=O)Oc3ccc(C)cc3)CC2)cc1OC	8%	0.0%[50 µM]	1.4%	1.1	49	-5%	nt	nt	3%	nt
NNC(=O)c1cnn(-c2ccccc2)c1C(F)(F)F	8%	0.2%	0.3%	0.5	60	3%	-4%	-3%	-4%	-0.4%
CN(C)C(CNC(=O)c1cccc(S(=O)(=O)NCc2ccccc2)c1)c1ccccc1 (stereo not drawn)	nt	0.9%[50 µM]	nt	0.0	69	3%	nt	nt	1%	nt
S=c1[nH]nc(COc2ccccc2)n1/N=C/c1ccc(Br)cc1	24%	1.3%[50 µM]	2.7%	2.5	50	7%	-20%	0%	-7%	0.0%
COc1cccc(CNS(=O)(=O)c2cc3c4c(c2)CCN4C(=O)CC3)c1	2%	0.6%[50 µM]	-0.8%	-0.5	50	2%	nt	nt	-2%	nt
COc1cc2c(cc1OC)C(c1ccc(Br)cc1)NC(=O)C2 (stereo not drawn)	11%	0.1%	1.2%	0.1	64	5%	-2%	-6%	-10%	0.2%
CCCn1c(=O)c(C(=O)NCCCc2ccccc2)c(O)c2ccccc21	8%	-0.1%	11%	6.6	56	9%	-1%	6%	1%	-2.0%
CCOC(=O)C/C(=N\Nc1ncnc2ccccc12)c1ccccc1	3%	0.3%	1.2%	1.8	54	4%	8%	-6%	-11%	-0.2%
Cc1ccc(S(=O)(=O)N(C)CC(=O)OCC(=O)NC(=O)Nc2ccc3c(c2)OCCO3)cc1	9%	-1.3%	2.2%	8.1	70	5%	22%	-5%	0%	0.4%
CCOc1ccc(NC(=O)CCC(=O)NNS(=O)(=O)c2ccccc2[N+](=O)[O-])cc1	12%	-0.8%	-0.2%	-1.1	84	-5%	5%	-7%	1%	-0.6%
CC(C)CC(NC(=O)C1CCC(C)CC1)C(=O)N1CCN(c2ccccn2)CC1 (stereo not drawn)	-1%	5.6%	-0.1%	-1.3	76	-2%	1%	0%	-4%	-1.0%
Cc1cc(C(=O)NCc2cccs2)no1	6%	-1.4%	1.6%	0.0	55	0%	2%	0%	-2%	0.1%
CC#CCN1c2ccccc2[C@]23C[C@@H](C(=O)OC)N(C(=O)NCCBr)C2=NC(C(=O)OC)=C(C(=O)OC)[C@H]13	15%	0.7%	1.0%	-1.2	85	9%	nt	nt	-1%	0.6%

Part of the list above in order of formula weight, lowest first:
SMILES	Large T inhibition	UTI89 phage lysis	RSV CPE inhibition	NTR1 agonist	NTR1 agonist cell count 20 µM	MgcRacGAP inhibition	AID2073	Siah-1 displacement	NS5 inhibitors	West Nile antiviral	others
NNC(=O)c1cnn(-c2ccccc2)c1C(F)(F)F	8%	0.2%	0.3%	0.5	60	3%	-4%	-3%	-4%	-0.4%
S=c1[nH]nc(COc2ccccc2)n1/N=C/c1ccc(Br)cc1	24%	1.3%[50 µM]	2.7%	2.5	50	7%	-20%	0%	-7%	0.0%
CCOc1ccc(NC(=O)CCC(=O)NNS(=O)(=O)c2ccccc2[N+](=O)[O-])cc1	12%	-0.8%	-0.2%	-1.1	84	-5%	5%	-7%	1%	-0.6%
